Source: PubChem BioAssay
Growth percent in the NCI-60 one-dose screen (48 h, 10 µM unless noted): 100 = growth as untreated, 0 = no growth, -100 = all killed.
UO-31: UO-31 renal cancer; hit rate 5.2% among 81,000; AID 1794768
786-0: 786-0 renal cancer cells; hit rate 5.1% among 81,000; AID 1794775
RXF 393: RXF 393 renal cancer cells. hit rate 6.9% among 77,000
A498: A498 renal cancer cells | hit rate 5.4% among 76,000
TK-10: TK-10 renal cancer cells | hit rate 3.9% among 81,000 | AID 1794769
SN12C: SN12C renal cancer cells; AID 1794767; hit rate 3.8% among 81,000
PC-3: PC-3 prostate cancer cells. hit rate 3.9% among 80,000. AID 1794754
ACHN: ACHN renal cancer | hit rate 4.9% among 81,000
CAKI-1: CAKI-1 renal cancer; hit rate 4.7% among 75,000
* = called active by the depositor; x = not tested or not shown; & = joins results of further samples; ! = not confirmed by another sample. The calls were made as follows: active = growth percent below 10; inactive = the rest.

SMILES	UO-31	786-0	RXF 393	A498	TK-10	SN12C	PC-3	ACHN	CAKI-1
CCCCCOC(=O)c1cccc(NC(=O)CNCC)c1	100	98	108	102	97	98	91	112	x
Cc1cc(Cl)ccc1NC(=O)NC(C)(C)COC(=O)Nc1cccc(Cl)c1	61	71	84	45	67	49	x	51	24
CCSc1nc(N)c(Br)c(Sc2nc(N)nc3nc[nH]c23)n1	76	95	88	71	86	87	100	90	68
CC1=NN(c2cccc(Cl)c2)C(=O)/C1=C\c1coc2ccc(C(C)C)cc2c1=O	87	99	105	x	101	96	99	95	114
CCOC(=O)c1onc(-c2no[n+]([O-])c2C)c1C(=O)OCC	88	103	108	106	100	103	97	92	87
Nc1nc(-c2ccccc2)c(N=Nc2cccc(Cl)c2)s1	53	96	112	100	137	88	31	85	74
O=C(Oc1ccc2ccccc2c1)c1ccccc1O	83	103	97	102	111	113	101	104	x
O=C(O)C(CCc1ccccc1)(Cc1ccccc1)C(=O)O	75	109	127	107	105	108	95	102	88
CN(C)CCCNC1=C(Cl)C(=O)c2ccccc2C1=O	48&74	79&100	2.3*!	85&103	116&120	-98*!	54&57	92&93	104&91
COc1ccc2c(c1)O/C(=C\c1ccc(O)c(O)c1)C2=O	50	99	101	93	x	78	94	102	73
O=c1[nH]cnc(O)c1Cl	86	101	107	96	101	97	98	x	x
O=C(CNc1ncco1)Nc1ccc(S(=O)(=O)c2ccc(NC(=O)CNc3ncco3)cc2)cc1	41	21	-39*	100	54	8.3*	40	31	-52*
CC[C@H](c1ccc(O)cc1)[C@@H](CC)c1ccc(O)cc1	85	103	86	117	106	90	84	112	88
COC(OC)c1cccc([N+](=O)[O-])c1	90	101	105	93	113	101	99	100	100
Cc1cc(C)nc(NS(=O)(=O)c2ccc(Nc3nc(-c4ccc(O)cc4O)c4c(=O)[nH]c(Nc5cccc(Cl)c5)nc4n3)cc2)n1	97	92	150	114	136	107	102	103	142
C=C1C(=O)O[C@H]2[C@H]1CC/C(COC(=O)c1ccc(Cl)nc1)=C\CC[C@@]1(C)O[C@@H]21	-39*	9.9*	-73*	87	-8.8*	13	53	-21*	x
Cc1cccc(OCC(O)CN2CCN(c3ccccc3)CC2)c1 (configuration not stated)	x	104	175	97	109	94	92	102	86
O=C(/C=C/c1ccc2c(c1)OCO2)c1ccc(Oc2ncnc3ccccc23)cc1	74	91	109	98	100	93	99	x	x
O=S(=O)(Nc1ccccc1Cl)c1ccccc1	83	100	99	81	99	95	96	106	97
O=C(O)CC(C(=O)O)N1C(=O)/C(=C/c2cn(-c3ccccc3)nc2-c2ccccc2)SC1=S (configuration not stated)	95	96	100	97	97	97	96	100	91
O=C1/C(=C2\SC(=S)N(C3CC3)C2=O)SC(=S)N1C1CC1	77	99	97	106	108	92	92	97	91
CCCc1nc2c(C)cc(-c3nc4ccccc4n3C)cc2n1Cc1ccc(-c2ccccc2C(=O)O)cc1	79	100	98	82	105	93	98	79	97
COc1c(N[C@H]2C=C[C@@H](CO)C2)c(=O)c1=O	88	98	126	105	105	112	101	104	x
CSc1nnc2n(C)c(=O)c(C#N)c(-c3ccco3)n12	51	92	83	106	115	96	96	81	101
CC(C)CCSc1nc(NC2CC2)c(C#N)c(-c2ccccc2)n1	90	85	107	89	97	92	102	99	99
O=C(CSc1ccc(-c2nc3ccccc3[nH]2)cn1)N1CCN(c2ccccc2F)CC1	71	95	91	77	87	90	58	93	49
N#Cc1nc(-c2ccc(Cl)cc2)oc1N1CCCCC1	77	89	92	72	97	99	102	97	91
CC(=O)N1N=C(c2ccc(Nc3nc(Nc4ccc(F)cc4)nc(Nc4ccc(Cl)cc4)n3)cc2)CC1c1ccccc1 (configuration not stated)	37	86	16	113	146	104	63	89	75
OCC(O)C(Cl)CCl (configuration not stated)	x	98	102	101	99	92	97	100	87
CCCCC(CC)CCC(C)OC(=O)CCl (configuration not stated)	96	98	120	98	100	112	92	107	98
NC(=O)C1(Nc2ccc(Cl)cc2)CCCC1	97	112	104	x	100	112	x	90	92
Nc1cc(N)cc(C(=O)c2ccccc2)c1	86	106	74	99	103	99	91	109	103
COc1cc(CNc2oc(-c3ccccc3)c(-c3ccccc3)c2C#N)cc(CN2CCOCC2)c1O	81	109	87	82	107	96	88	113	108
COc1ccc(-c2nc3sccn3c2/C=C/C(=O)c2ccc[nH]2)cc1	53	80	46	101	123	87	85	86	94
CC(Cc1ccccc1)[N+](C)(C)C (configuration not stated)	92	99	114	x	93	100	99	104	93
COC(=O)c1ccccc1-n1cc([C@]2(OC(C)=O)CC[C@H]3[C@@H]4CCC5=CC(=O)CC[C@@H]5[C@H]4CC[C@@]32C)nn1	62	101	97	73	116	93	66	92	86
N=c1nc(N)ncn1-c1ccccc1	94	98	x	84	102	87	97	101	98
CCN(CC)S(=O)(=O)c1ccc(Nc2ccccc2OC)c(N)c1	63	101	x	100	137	101	71	100	39
Oc1c(Br)ccc2c(O)c(Br)ccc12	71	108	117	115	133	91	85	94	105
COc1cccc(C2C3=C(COC3=O)N(CCO)c3cc(OC)c(OC)cc32)c1 (configuration not stated)	100	98	107	94	99	101	114	107	108
Cc1ccc2nc(C)c(-c3nnc(SCc4ccc(C#N)cc4)o3)n2c1	67	72	90	72	120	93	109	88	85
O=C(O)c1cc2ccccc2cn1	75	104	100	x	88	94	91	96	95
CC(C)Cc1c[nH]c(=O)[nH]c1=O	92	x	132	81	116	97	90	102	98
COC(=O)C1=C(C(C)=O)C(c2cccc(Cl)c2)c2c(nc(C)[nH]c2=O)O1 (configuration not stated)	88	106	104	99	112	97	95	109	111
N#Cc1cnc(N)nc1N	98	98	103	86	107	94	100	107	92
COc1cccc(/C=C2\COc3ccc(O)cc3C2=O)c1OC	59	86	x	91	89	44	56	55	63
CC(=O)c1cc(C(=O)N2c3ccccc3Sc3ccccc32)n2ccc(C)cc12	35	44	x	85	79	42	28	29	35
CCOC(=O)C(=O)Cc1cccnn1	83	96	102	113	101	100	92	103	103
O=c1[nH]c(=O)n(C2OC(CO)C(O)C2O)cc1Br (configuration not stated)	89	102	101	109	95	100	99	105	x
CCN(CC)c1nc(SCc2ccccc2Cl)ncc1C	102	106	100	91	117	97	90	108	89
C=C1CCOC12c1cccc(OC)c1-c1cc(OC)c(OC)c(OC)c12 (configuration not stated)	90	102	104	91	110	98	101	104	87
COc1cc(/C=N/NC(=O)Cn2c(C(C)C)nc3ccccc32)ccc1OCC(=O)NN	85	102	104	119	112	104	100	105	90
COC(OC)/C(=N\NC(N)=O)c1ccccc1	88	105	x	114	105	94	88	101	98
CN1C(=S)N(c2ccccc2)C2NC(=O)N(/N=C/C=C/c3ccccc3[N+](=O)[O-])C21 (configuration not stated)	68	102	79	81	113	96	76	95	60
CC(C)Sc1nc(Nc2ccc(S(N)(=O)=O)cc2)c(C#N)c(-c2ccc(Cl)cc2)n1	90	113	110	131	99	109	102	113	108
Cn1c(=O)c2c(=O)c(C#N)c(-c3ccc(Cl)cc3)[nH]c2n(C)c1=O	73	57	60	98	108	76	59	89	78
CC1CCCc2c1nn(C(=O)/C=C(\N)c1ccccc1)c2N (configuration not stated)	32	77	95	66	126	68	52	54	66
C/C(=N\NC(N)=O)C1=C(O)C(C(C)C)NC1=O (configuration not stated)	96	109	119	114	85	99	95	109	111
CNc1ncn(-c2c(C)cccc2C)c(=O)n1	95	100	98	91	101	96	94	97	93
COc1nccc2c(Nc3cnccn3)nc(N)nc12	90	101	112	85	100	99	96	99	111
Additional entries follow:
SMILES	UO-31	786-0	RXF 393	A498	TK-10	SN12C	PC-3	ACHN	CAKI-1
Cc1ccc(S(=O)(=O)N(Cl)Cl)cc1	90	104	103	85	102	95	94	111	100
c1ccc(-c2nc(-c3ccc4[nH]ncc4c3)[nH]c2-c2ccccc2)cc1	67	103	118	186	110	113	109	101	88
N#C/C(=C\c1cn[nH]c1-c1ccccc1)C(=O)Nc1sc2c(c1C#N)CCC2	77	100	109	96	123	101	96	91	83
COc1cc(/C=N/OC(=O)Nc2ccccc2)cc(OC)c1OC	69	103	121	x	99	94	91	107	110
CC1=CN2C(c3cccc([N+](=O)[O-])c3)=NON(c3ccc(C)cn3)C2C=C1 (configuration not stated)	71	83&103	95&93	105	108&113	88&97	89&82	89&95	90&81
OC1CCC(CC2CCCCC2)CC1 (configuration not stated)	83	99	111	102	112	109	99	99	96
Cc1ccc(-c2nn(C)c(=O)c3ccccc23)cc1CO	88	97	99	100	97	96	93	109	x
Nc1nnc(-c2ccc(OCc3nnc(-c4ccc(Cl)cc4)o3)cc2)s1	110	102	86	94	116	93	89	106	98
O=C1CCC(N2Cc3c(CNC(=O)c4ccc(F)cc4)cccc3C2=O)C(=O)N1 (configuration not stated)	81	99	x	91	85	104	89	101	88
NC(=O)CN1C(=O)c2ccccc2C1=O	90	102	114	92	103	98	99	105	x
O=C(O)c1ccc(-n2cc(CNc3ccc(C(F)(F)F)cc3)c(-c3ccccc3)n2)cc1	81	99	99	88	110	95	80	89	87
O=C1NN=CN2c3ccc(Cl)cc3CC(O)CC12 (configuration not stated)	97	100	108	88	x	88	92	107	105
CCCCCCCCCCCCCCCCCCOc1ccccc1CC(=O)OCC[N+]1(C)CCCC1	63	58	-26*	61	45	13	22	79	31
COc1ccc(-c2csc(NC(=O)CSc3nc(N)cc(N)n3)n2)cc1	95	104	112	104	111	103	87	98	97
O=C(Cn1nc(-c2ccccc2)ccc1=O)N/N=C/c1ccc(N2CCOCC2)cc1	76	98	111	84	103	95	102	96	91
CC1CCCC(C)N1 (configuration not stated)	94&94&93	99&110&97	99&104&121	90&113&99	98&104&106	98&99&99	91&107&100	108&104&107	100&104&106
COc1ccc2nc3cc(Cl)ccc3c(Nc3ccc(O)cc3)c2c1	62	84	83	57	88	67	89	67	72
COc1ccc(C2CC(c3cc(OC)c(OC)c(OC)c3)=NO2)cc1OCCCCOc1cc2c(cc1OC)C(=O)N1CCC[C@H]1C=N2 (some centres not stated)	20	-35*	-67*	-67*	-14*	32	46	0.7*	11
O=C(NC(=S)Nc1ccc(-c2nc3ccccc3[nH]2)cc1)c1ccc2ccccc2c1	-84*	-67*	-66*	x	-16*	16	23	-0.5*	24
CCCCOc1ccc(/C=C2/SC(N3CCOCC3)=NC2=O)cc1OCC	79	x	95	90	116	85	87	96	85
Cc1[nH]nc2c1C(c1cc(=O)oc3ccc(Cl)cc13)C(C#N)=C(N)O2 (configuration not stated)	97	114	104	88	126	94	95	96	97
O=C(N=Nc1c(O)[nH]c2ccccc12)Nc1ccc(Br)cc1	67	90	82	72	90	99	92	84	76
CCC/C(=C\c1ccc(O)c(O)c1)C(=O)NC(Cc1ccccc1)C(=O)C(=O)NCc1ccccc1 (configuration not stated)	74	99	85	96	98	97	81	93	85
COc1ccc(N2CCN(Cc3cc(C(=O)/C=C/c4c[nH]c5ccccc45)ccc3O)CC2)cc1	56	105	104	106	117	97	88	97	90
CC1(C)OC2OC(Cn3cc(COc4ccc5ccc(=O)oc5c4)nn3)C3OC(C)(C)OC3C2O1 (configuration not stated)	84	102	107	109	103	98	94	106	94
CCCN=C(N)Nc1ccc2cc3ccc(NC(N)=NCCC)cc3nc2c1	89	93	98	124	107	110	93	102	101
Cc1ccccc1NC(=O)c1cccc(NC(=O)CCl)c1	71	17	50	105	88	15	56	23	75
Cn1nnnc1-c1ccc(N)cc1	79	94	111	108	97	110	94	99	93
Cc1ccc(C2=N[C@@H](C)C(=O)c3c(nc4ccccn34)N2)cc1	46	98	105	99	96	94	73	81	86

Gathered by group, the entries above containing an NH in an aromatic ring.
SMILES	UO-31	786-0	RXF 393	A498	TK-10	SN12C	PC-3	ACHN	CAKI-1
CCSc1nc(N)c(Br)c(Sc2nc(N)nc3nc[nH]c23)n1	76	95	88	71	86	87	100	90	68
O=c1[nH]cnc(O)c1Cl	86	101	107	96	101	97	98	x	x
Cc1cc(C)nc(NS(=O)(=O)c2ccc(Nc3nc(-c4ccc(O)cc4O)c4c(=O)[nH]c(Nc5cccc(Cl)c5)nc4n3)cc2)n1	97	92	150	114	136	107	102	103	142
O=C(CSc1ccc(-c2nc3ccccc3[nH]2)cn1)N1CCN(c2ccccc2F)CC1	71	95	91	77	87	90	58	93	49
COc1ccc(-c2nc3sccn3c2/C=C/C(=O)c2ccc[nH]2)cc1	53	80	46	101	123	87	85	86	94
CC(C)Cc1c[nH]c(=O)[nH]c1=O	92	x	132	81	116	97	90	102	98
COC(=O)C1=C(C(C)=O)C(c2cccc(Cl)c2)c2c(nc(C)[nH]c2=O)O1 (configuration not stated)	88	106	104	99	112	97	95	109	111
O=c1[nH]c(=O)n(C2OC(CO)C(O)C2O)cc1Br (configuration not stated)	89	102	101	109	95	100	99	105	x
Cn1c(=O)c2c(=O)c(C#N)c(-c3ccc(Cl)cc3)[nH]c2n(C)c1=O	73	57	60	98	108	76	59	89	78
c1ccc(-c2nc(-c3ccc4[nH]ncc4c3)[nH]c2-c2ccccc2)cc1	67	103	118	186	110	113	109	101	88
N#C/C(=C\c1cn[nH]c1-c1ccccc1)C(=O)Nc1sc2c(c1C#N)CCC2	77	100	109	96	123	101	96	91	83
O=C(NC(=S)Nc1ccc(-c2nc3ccccc3[nH]2)cc1)c1ccc2ccccc2c1	-84*	-67*	-66*	x	-16*	16	23	-0.5*	24
Cc1[nH]nc2c1C(c1cc(=O)oc3ccc(Cl)cc13)C(C#N)=C(N)O2 (configuration not stated)	97	114	104	88	126	94	95	96	97
O=C(N=Nc1c(O)[nH]c2ccccc12)Nc1ccc(Br)cc1	67	90	82	72	90	99	92	84	76
COc1ccc(N2CCN(Cc3cc(C(=O)/C=C/c4c[nH]c5ccccc45)ccc3O)CC2)cc1	56	105	104	106	117	97	88	97	90
